Assay outcomes: PubChem BioAssay, Sanford-Burnham Center for Chemical Genomics
CHOP UPR activ: activators of apoptotic arm of unfolded protein response (CHOP). CHO-CHOP luciferase reporter, UPR activation, luminescence; percent of tunicamycin response over DMSO baseline. actives 0.34% (n = 330,000). AID 449763. activation, % at 10 µM;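 active means at 10 µM dose, activation of 40% or more, normalized to positive control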;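 further: 100% = tunicamycin at 10 µg/mL and 0% = DMSO alone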
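Assay system: CHO-CHOP cells, stable luciferase reporter of PERK-eIF2a-CHOP signalling / Buffer or medium: F12 plus 10% serum / Compound dosing: one dose, 10 µM in 0.5% DMSO / Times: 6 h compound treatment, 37 °C / Technique: luciferase luminescence / Read-out: % reporter activation, DMSO baseline versus tunicamycin full activation / Benchmarks: tunicamycin and DMSO controls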
tim23-1 inh: growth inhibitors of tim23-1 mutant yeast | S. cerevisiae tim23-1 growth, BacTiter-Glo luminescence, 24 h | inhibition, % at 20 µM | actives 1.3% (n = 330,000);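 active means growth inhibition of the mutant yeast at or above 50%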;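 further: temperature-sensitive mutant grown at 25 °C; plate controls were DMSO-treated mutant yeast for no effect and medium wells lacking yeast for full effect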
CXCR6 block: blocks human CXCR6 beta-arrestin recruitment. O00574. CHO-K1 PathHunter CXCR6 beta-arrestin, luminescence. inhibition, % at 20 µM. actives 0.36% (n = 360,000). AID 602244; in the data active means inhibition above about 34%, passing the limit was not always enough;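 further: antagonist mode with CXCL16 agonist at 10 nM final; 0% = 10 nM CXCL16 with DMSO and 100% = unstimulated wells without agonist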
UPR XBP1 act: activators of adaptive arm of unfolded protein response (XBP1); CHO-XBP1 luciferase reporter, IRE1-XBP1 UPR activation, luminescence; percent of tunicamycin response, DMSO as zero; activation, % at 20 µM; actives 0.33% (n = 330,000);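 active means versus positive control, 20 µM dose yields 30% or more activation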;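 further: 100% = tunicamycin at 10 µg/mL and 0% = DMSO only wells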
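Assay system: CHO-XBP1 luciferase reporter cells; Schedule: 6 h treatment, 37 °C; Detection: glow luminescence from Steady-Glo reagent; Benchmarks: high control tunicamycin 10 µg/mL final, low control DMSO vehicle only.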
TIM10 inh: inhibits growth of TIM10 yeast strain; S. cerevisiae TIM10 strain growth, BacTiter-Glo luminescence, 24 h; inhibition, % at 10 µM; actives 1.4% (n = 330,000);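 active means inhibition of 40% or more at the single tested concentration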;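 further: wild-type TIM10 isogenic control strain grown at permissive 25 °C; 0% = DMSO yeast wells and 100% = minimal medium wells without yeast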
APJ agonist: activates the human apelin receptor APJ. actives 0.11% (n = 330,000). activation, % at 20 µM. P35414. CHO-K1 APJ PathHunter beta-arrestin, luminescence; 0% DMSO wells, 100% apelin;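 active means activation more than six SD over the plate average, tested at 20 µM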;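 further: 0% = DMSO alone and 100% = apelin-13 at 10 nM; some results filed as inactive read as strong as hits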
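Test system: CHO-K1 APJ beta-arrestin complementation cell line. Amount: cell density 1000 per well. Controls: DMSO negative, 10 nM Apelin-13 positive. Signal: luminescent beta-gal fragment complementation, chemiluminescent substrate. Read-out basis: agonist-driven arrestin binding to APJ. Timing: compound stimulation 90 min at 25 °C, detection 60 min.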
APJ antagonist: APJ receptor antagonism; actives 0.32% (n = 330,000); CHO-K1 APJ beta-arrestin complementation, luminescence; P35414; inhibition, % at 20 µM;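 active means inhibition above about 40% at 20 µM, limit read from the data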;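 further: cells challenged with 10 nM apelin-13 agonist together with compound; plate controls were apelin-13 plus DMSO wells for no effect and DMSO wells lacking apelin-13 for full effect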
Mdm2-MdmX inh: inhibitors of human Mdm2/MdmX interaction. actives 3% (n = 330,000). inhibition, % at 8 µM. SaOS-2 split-luciferase Mdm2/MdmX complementation, luminescence;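 active means inhibition of at least 50% at 8 µM in the primary screen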
Target sequence (O15151 whole entry, looked up): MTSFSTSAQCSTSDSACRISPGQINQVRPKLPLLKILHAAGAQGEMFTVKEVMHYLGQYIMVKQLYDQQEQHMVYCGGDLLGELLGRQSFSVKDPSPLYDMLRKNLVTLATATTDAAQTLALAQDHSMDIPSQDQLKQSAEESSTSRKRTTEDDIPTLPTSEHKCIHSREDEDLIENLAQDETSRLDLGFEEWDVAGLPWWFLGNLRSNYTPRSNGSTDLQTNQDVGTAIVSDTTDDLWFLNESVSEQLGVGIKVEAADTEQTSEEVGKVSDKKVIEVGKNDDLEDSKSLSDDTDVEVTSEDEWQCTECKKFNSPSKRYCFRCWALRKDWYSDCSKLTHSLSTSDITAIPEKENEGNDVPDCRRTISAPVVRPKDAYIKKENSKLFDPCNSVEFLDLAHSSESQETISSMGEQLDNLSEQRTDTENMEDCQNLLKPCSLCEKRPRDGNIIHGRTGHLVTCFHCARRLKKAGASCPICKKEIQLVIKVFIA
Target sequence (Q00987 whole entry, looked up): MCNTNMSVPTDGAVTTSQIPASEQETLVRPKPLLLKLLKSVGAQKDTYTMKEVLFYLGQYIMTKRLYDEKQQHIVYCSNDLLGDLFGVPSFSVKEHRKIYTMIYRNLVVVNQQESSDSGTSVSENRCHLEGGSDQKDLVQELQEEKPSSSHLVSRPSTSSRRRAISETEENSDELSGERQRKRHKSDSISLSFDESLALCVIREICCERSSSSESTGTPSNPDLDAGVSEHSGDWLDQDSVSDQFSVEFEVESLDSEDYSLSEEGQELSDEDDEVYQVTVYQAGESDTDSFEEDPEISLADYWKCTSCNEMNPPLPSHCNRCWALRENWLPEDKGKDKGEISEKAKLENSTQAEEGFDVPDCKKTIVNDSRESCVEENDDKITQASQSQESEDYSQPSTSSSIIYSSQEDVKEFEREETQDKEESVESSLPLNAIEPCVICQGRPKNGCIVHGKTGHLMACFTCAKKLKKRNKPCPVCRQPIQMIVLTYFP
tim10-1 inh: inhibits growth of tim10-1 mutant yeast; S. cerevisiae tim10-1 ts strain growth, BacTiter-Glo, 24 h; inhibition, % at 20 µM; actives 2.2% (n = 330,000);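 active means inhibition of at least 40%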;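 further: mutant grown at 25 °C; 0% = DMSO wells with yeast and 100% = wells holding no yeast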
Active calls of the source: *; · = not tested or not shown. This is a subset. The share of hits here may be higher or lower than overall.

Order of results: CHOP UPR activ	tim23-1 inh	CXCR6 block	UPR XBP1 act	TIM10 inh	APJ agonist	APJ antagonist	Mdm2-MdmX inh	tim10-1 inh
- COc1ccc(CNC(=O)CN2CCN(C(c3ccccc3)c3ccccc3)CC2)cc1
  -0.6	-16	1	1	2	-3	16	17	8
- Cc1ccc2oc(-c3cccc(NC(=O)c4ccc(Br)o4)c3C)nc2c1
  1.5	23	-7	1	9	0	-22	-19	33
- COc1ccccc1Oc1ccc(S(=O)(=O)NCc2ccccn2)cc1
  2.7	21	0	2	20	2	7	20	25
- CCCCOc1cccc(/C=N/NC(=O)c2csc(C)c2C)c1
  2.2	17	5	-1	48*	-5	-12	8	32
- C=CCn1c(C(CC(C)C)CC(C)O)n[nH]c1=S (stereo unspecified)
  -0.1	8	-10	-1	-2	-2	7	4	-2
- COCC(=O)N(CCc1ccc(OC)c(OC)c1)Cc1nc2ccccc2c(=O)[nH]1
  -0.7	2	-1	-2	-7	-3	0	16	8
- COc1ccccc1CNC(=O)CCCOc1cc(=O)n(C)c2ccccc12
  -1.0	-13	4	0	1	-1	7	59*	5
- COc1ccc(NC(=O)CN(C)C(=O)c2ccc(NC3CC3)c([N+](=O)[O-])c2)cc1
  0.1	22	2	-5	14	-2	-30	6	1
- CC(NS(=O)(=O)c1cccc(C(=O)O)c1)C12CC3CC(CC(C3)C1)C2 (stereo unspecified)
  0.2	-8	-6	0	1	-5	17	9	-3
- COCCNC(=O)CSc1nnc2c(Cl)cc(Cl)cn12
  0.9	4	-5	-3	9	-2	-16	-11	3
- CC(C)(C)c1ccc(S(=O)(=O)N2CC(=O)Nc3ccccc32)cc1
  -1.3	25	-9	1	5	-3	0	16	25
- COC(=O)c1cc(Cl)c(NS(=O)(=O)c2ccccc2)cc1OC
  0.6	-18	-4	-1	6	-4	-8	28	23
- CCOC(=O)c1[nH]c2ccc(OC)cc2c1NC(=O)N1CCOCC1
  1.2	4	-16	-5	-2	-2	-9	-3	1
- CN(C)C(=O)CN1CCN(C(=O)CCl)CC1
  0.9	-1	-3	0	11	-3	2	5	2
- O=C(CCN1C(=O)/C(=C/C=C/c2ccccc2)SC1=S)Nc1nc2ccccc2s1
  0.7	-3	1	2	-7	1	11	34	3
- O=C(c1ccc(CS(=O)c2ccccc2Cl)o1)N1CCN(c2ccccn2)CC1 (stereo unspecified)
  -0.2	18	-2	-3	2	-4	-15	63*	28
- O=[N+]([O-])c1cc(C(F)(F)F)ccc1Cl
  -0.6	-14	-3	4	-6	-3	-3	23	-18
- CC(C)(C)C(=O)Nc1ccc(-c2cn3cccnc3n2)cc1
  0.6	16	-3	4	5	0	1	-3	6
- Cc1ccc(NC(=O)COC(=O)c2c(-c3ccccc3)noc2C)cc1
  0.3	36	1	-2	-1	-2	-2	-11	5
- Cc1ccc(CNc2ccc3c(c2)nc(C)n3C)cc1
  -1.4	-3	-5	-7	-10	1	3	-68	-13
- Cn1ccc2cc(-c3ccc4ncnc(NCc5cccs5)c4c3)ccc21
  0.2	44	3	1	17	-2	7	64*	25
- COc1ccccc1/C=N/NC(=O)c1ccc(Br)cc1
  3.4	13	-12	2	8	-4	4	0	3
- CCN(CC(=O)Nc1c(F)cccc1F)C(=O)c1cc(C)nc2ccccc12
  0.1	10	7	-4	5	-7	-7	8	5
- CCN(CC)CCn1nc(C)nc1-c1ccccc1O
  -1.5	0	4	-1	-1	-1	-19	5	-4
- Cc1ccc(S(=O)(=O)N2CCN(C(=O)c3ccco3)CC2)cc1C
  0.4	11	-3	-3	-16	-3	-24	21	22
- COc1cccc(-c2ccc(NC(=O)C3CCCN(Cc4nccn4C)C3)cc2)c1 (stereo unspecified)
  4.2	-10	5	-2	4	-2	-11	16	0
- O=C(N/N=C/c1cc2c(cc1Br)OCO2)c1cccnc1
  0.2	-10	5	4	-14	0	3	19	-22
- CCN(CC)C(=O)CSc1nc2cc3c(cc2c(=O)n1Cc1ccc2c(c1)OCO2)OCO3
  -1.2	1	11	5	-9	0	7	5	18
- CCN1C(=O)[C@H]2[C@H]3[C@H](O)[C@H](O)C/C(=N\OC[C@@H](C)[C@H](OCc4ccccc4)C(C)C)[C@@H]3CC[C@H]2C1=O
  -0.1	-9	·	-1	-4	1	5	17	14
- COc1ccccc1-n1cnnc1SCC(=O)Nc1ccccc1
  2.1	-8	-1	1	-2	-2	-2	6	2
- Clc1ccc(OCc2cn3ccccc3n2)c2ncccc12
  4.0	25	4	3	4	1	-1	-118	27
- CC(C)c1ccc(NC(=O)COC(=O)c2ccc(CN3CCCC3=O)cc2)cc1
  2.0	10	6	0	1	-3	19	8	13
- COc1ccc(CN2[C@@H](CC(=O)O)c3cc(F)ccc3S2(=O)=O)cc1
  -0.6	14	0	3	-1	5	-64	-2	3
- O=C1C=C(c2cccc(O)c2)C[C@@H](c2ccc(F)cc2)C1
  1.7	35	-3	6	2	-1	7	3	17
- CC(C)Cc1nc(SCC(=O)NCc2ccccc2)n[nH]1
  2.5	9	-3	-2	-2	2	3	-11	-4
- C/C(CC(=O)Nc1cccc(C(F)(F)F)c1)=N\NC(=O)c1ccncc1
  1.1	15	10	0	12	-1	12	-16	13
- COC(=O)c1ccc(COc2ccc(C=O)cc2OC)o1
  1.7	3	-6	-1	8	-3	15	-14	19
- CCOC(=O)c1ccc(CNC(=O)c2cc(C(C)(C)C)oc2C)o1
  -0.6	29	-9	-4	22	-3	0	14	31
- COc1ccc(N2CCN(C(=O)Cc3ccc(Cl)cc3)CC2)cc1
  -1.4	24	-13	-2	6	-2	2	14	14
- COc1cccc(Cn2c(N)c(C#N)c3nc4ccccc4nc32)c1OC
  -0.2	9	20	6	11	-7	16	3	19

Single records, as listed above. Screens in order: CHOP UPR activ, tim23-1 inh, CXCR6 block, UPR XBP1 act, TIM10 inh, APJ agonist, APJ antagonist, Mdm2-MdmX inh, tim10-1 inh
Record of `O=C1C=C(c2cccc(O)c2)C[C@@H](c2ccc(F)cc2)C1` → 1.7, 35, -3, 6, 2, -1, 7, 3, 17
Record of `Cc1ccc(S(=O)(=O)N2CCN(C(=O)c3ccco3)CC2)cc1C` → 0.4, 11, -3, -3, -16, -3, -24, 21, 22
Record of `COc1ccccc1/C=N/NC(=O)c1ccc(Br)cc1` → 3.4, 13, -12, 2, 8, -4, 4, 0, 3
Record of `C/C(CC(=O)Nc1cccc(C(F)(F)F)c1)=N\NC(=O)c1ccncc1` → 1.1, 15, 10, 0, 12, -1, 12, -16, 13

Additional structures
Order of results: CHOP UPR activ	tim23-1 inh	CXCR6 block	UPR XBP1 act	TIM10 inh	APJ agonist	APJ antagonist	Mdm2-MdmX inh	tim10-1 inh
- COc1ccc(C(=O)N/N=C/c2ccc(OC)c(CN3CCCc4ccccc43)c2)cc1
  0.2	12	-1	-2	10	1	-9	23	10
- C=CCN(CC(=O)NC1CC1)S(=O)(=O)c1cccc(C(F)(F)F)c1
  0.4	1	-2	-1	7	-2	-5	0	-6
- Cc1ccccc1-c1nc(-c2ccccn2)no1
  -6.0	23	-6	-8	3	2	11	-29	3
- Cc1cccc(OCCC(=O)NCC(c2ccco2)N2CCCCC2)c1 (stereo unspecified)
  -2.0	7	2	0	-4	-2	0	-3	3
- Nc1ccccc1SCc1cc([N+](=O)[O-])cc2c1OCOC2
  5.3	24	8	4	24	-4	3	1	31
- CCOC(=O)N1CCN(c2nc(=S)n(-c3ccccc3)c(C)c2C(C)=O)CC1
  -2.2	20	-1	1	3	-1	-10	-7	18
- COc1cc2c(cc1OC)C(c1cc3ccccc3oc1=O)=NC(C)(C)C2
  -0.5	16	-2	6	5	1	2	15	12
- Cc1ccc(S(=O)(=O)Nc2ccc3c(c2)nc(CCN2CCN(c4ccccn4)CC2)n3C)cc1
  -1.0	5	1	-3	4	0	11	34	19
- Cc1ccc2cccc(OCC(=O)N(C)CC(=O)Nc3ccc(F)cc3)c2n1
  1.4	8	4	1	-4	1	18	16	-14
- Cc1nn(CC2CC2)c(=O)n1-c1ccc(F)cc1
  3.3	11	-7	1	-12	-1	-21	-21	5
- CC1CCCCN1CC(=O)Nc1sccc1C#N (stereo unspecified)
  1.3	1	-12	2	-3	0	10	-9	9
- COc1cccc(-c2nc3ccccc3s2)c1O
  1.2	2	8	-2	4	-4	2	-141	-10
- CC(=O)Nc1ccc(S(=O)(=O)N2CCCC2C(=O)O)cc1 (stereo unspecified)
  -0.3	9	3	2	10	0	14	26	0
- CC(=O)NC(C)c1cc(F)c2cccnc2c1O (stereo unspecified)
  2.6	-4	-15	-2	-13	2	-12	22	0
- NC(=O)c1c(NC(=O)c2ccccc2)sc2c1CCCC2
  6.2	7	2	9	-4	1	8	-33	-14
- O=[N+]([O-])c1cccc2ccc(/C=C/c3ccc(C(F)(F)F)cc3)nc12
  -0.6	8	-4	2	11	2	-25	15	26
- COc1ccc(/C=C(\NC(=O)c2ccccc2)C(=O)NCc2ccco2)cc1
  -0.6	3	1	0	-20	-4	-7	-2	-10
- Cc1cc(NC(=O)/C=C/c2ccccc2Cl)no1
  6.6	-6	-3	6	-3	1	-13	-66	6
- Cc1cc(C(=O)N/N=C/c2ccc(OC(=O)c3ccccc3Br)cc2)n[nH]1
  1.5	-2	2	0	15	0	-3	10	4
- CCCn1c(SCC(=O)c2ccc3c(c2)OCCO3)n[nH]c1=O
  1.7	5	8	3	2	-3	3	-15	7
- S=c1[nH]nc(C2CCCCC2)n1/N=C/c1ccco1
  2.6	28	0	-1	21	-1	3	-11	14
- Cc1nn(Cc2ccccc2Cl)c(C)c1C(=O)Nc1nnc(C2CC2)s1
  1.4	-1	-6	-2	21	7	2	79*	28
- CC1(C)N=C(c2cccc(F)c2)C(=O)N1
  -0.2	4	7	-1	1	-4	24	-3	-5
- O=C(Cn1[nH]c(=O)c2ccccc2c1=O)OCC(=O)N(Cc1ccccc1)Cc1ccccc1
  -2.7	15	8	2	10	-11	25	5	24
- O=C(COC(=O)c1cc(S(=O)(=O)N2CCOCC2)ccc1O)Nc1ccc2c(c1)OCO2
  2.1	7	-6	0	5	0	6	-8	-2
- CNC(=O)N1c2ccccc2CCc2ccccc21
  -1.2	-7	0	-1	-3	2	15	16	-4
- Cc1ccc(OCCSc2nc3ccccc3n2CCC(=O)O)cc1
  2.3	17	-4	-1	-4	3	26	6	8
- Cc1ncc([N+](=O)[O-])n1S(=O)(=O)c1cc(Cl)ccc1Cl
  2.4	-6	-4	0	-4	7	-13	9	-15
- Cc1ccc(CN2CCN(Cc3cnn(-c4ccc(Cl)cc4)c3)CC2CCO)o1 (stereo unspecified)
  -0.1	6	-5	-1	-26	-1	-24	7	19
- CN(Cc1ccccc1)C(=O)c1ccc(NC(=O)Cc2cccc(NC(=O)C3CCN(C(=O)C4CCCC4)CC3)c2)cc1
  1.1	13	-9	-2	-3	0	22	-10	7
- O=C(NCc1ccco1)c1ccc(CS(=O)Cc2ccc(Cl)cc2)o1 (stereo unspecified)
  1.8	3	2	-6	-10	6	1	32	15
